High-throughput results as filed in PubChem.
15-hLO inh = blocks human 15-lipoxygenase activity; Potency, µM (doses to about 57.1 µM), for inactives: at the highest dose activity change, negative = inhibition, hits mostly inhibitors; 74,000 compounds, 1.4% hits; purified 15hLO-1, xylenol orange hydroperoxide absorbance; AID 887; also: potency is read from the fitted curve at half-maximal effect; % is scaled to controls: 0 for no effect and ±100 for the full control effect; nearly all actives have a fitted effect of over 55% in size
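Purified human 15hLO-1 (40 nM final) in 25 mM Hepes pH 7.5, 0.01% Triton X-100 was preincubated with compound 15 min at room temperature, then reacted 6 min with 50 uM arachidonic acid; hydroperoxide detected by Fe-XO, 573/405 nm absorbance ratio.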
ERK AVP block = blocks ERK signaling stimulated by vasopressin; HEK293-V1b, vasopressin-stimulated pERK AlphaScreen; Potency, µM (top dose mostly 57.5 µM), for the others: top-dose activity, negative = inhibition, most hits filed as inhibitors; 72,000 compounds, 0.99% hits; AID 995; also: potency is read from the fitted curve at half-maximal effect; % is scaled to controls: 0 for no effect and ±100 for the full control effect; nearly all actives have a fitted effect of over 55% in size
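HEK293 cells stably expressing V1b receptor, preincubated 30 min at 37 °C with compound, then stimulated 5 min with 25 nM vasopressin. Phospho-ERK by AlphaScreen SureFire after 5 h RT; normalized to DMSO and vasopressin; AC50 by Hill fit.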
DNA Pol III inh = inhibitors of bacterial DNA polymerase III holoenzyme; reconstituted DNA polymerase III holoenzyme replication, biochemical; Potency, µM (doses to about 57.1 µM), without a hit: at the highest dose activity change, negative = inhibition; 71,000 compounds, 0.25% hits; AID 603; also: potency is read from the fitted curve at half-maximal effect; % is scaled to controls: 0 for no effect and ±100 for the full control effect
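Reconstituted *E. coli* holoenzyme (0.35 nM Pol III, 1 nM beta, 154 nM SSB, 2 nM primase) was preincubated with compound for 15 min at RT. Synthesis on 1.4 nM ssM13Gori ran 35 min, then was stopped with PicoGreen/EDTA and read as dsDNA fluorescence.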
CRE Fsk mod = CRE-bla signaling modulation under forskolin stimulation; CHO CRE-bla reporter (cAMP response element driving beta-lactamase), forskolin EC10, beta-lactamase ratio; Potency, µM (titrated, usually from 38.2 µM), without a hit: at the highest dose activity change, negative = inhibition, hits mostly activators; 71,000 compounds, 2.5% hits; AID 662; active = well fitted activation curve with a large enough effect in the signal ratio, with a control signal flat, not every such curve was filed as active; inconclusive = small, poorly fitted or top-dose-only effect, or effect the other way, or a change in a side signal; the % refers to the signal ratio; also: potency is read from the fitted curve at half-maximal effect; % of control where 0% means no effect
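CRE-bla CHO reporter cells treated with compound titration plus EC10 NKH 477 (water-soluble forskolin), incubated 3 h at 37 °C; CCF4 loading 2 h at room temperature, 460/530 nm emission ratio read, AC50 values derived for positive or negative modulators.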
Tau fil binding = binds recombinant human tau filaments | recombinant tau filaments, thioflavin S fluorescence, 15 h; filaments grown with octadecylsulfate alongside compound | Potency, µM (highest dose often 57.1 µM), for inactives: at the top dose activity change, negative = inhibition | 71,000 compounds, 2% hits | AID 596 | P10636;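 also: potency is read from the fitted curve at half-maximal effect; % is scaled to controls: 0 for no effect and ±100 for the full control effect; actives lower thioflavin S fluorescence by blocking filaments or displacing dye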
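Assay mix: 1 uM His-tagged tau, 30 uM sodium octadecylsulfate, thioflavine S dye in HEPES/NaCl/DTT buffer. Compound is added prior to the inducer. Fluorescence after 15 h at 37 C.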
HADH2 inh = inhibitors of human HADH2 dehydrogenase | recombinant HADH2, NADH fluorescence, beta-hydroxybutyryl-CoA | Q99714 | AID 886 | Potency, µM (doses to about 57.1 µM), for the others: top-dose activity change, negative = inhibition, hits mostly inhibitors | 73,000 compounds, 3.4% hits; also: potency is read from the fitted curve at half-maximal effect; % is scaled to controls: 0 for no effect and ±100 for the full control effect; nearly all actives have a fitted effect of over 60% in size; many of its hits are not listed in these tables
Target sequence (Q99714 whole entry, looked up, one chain of several): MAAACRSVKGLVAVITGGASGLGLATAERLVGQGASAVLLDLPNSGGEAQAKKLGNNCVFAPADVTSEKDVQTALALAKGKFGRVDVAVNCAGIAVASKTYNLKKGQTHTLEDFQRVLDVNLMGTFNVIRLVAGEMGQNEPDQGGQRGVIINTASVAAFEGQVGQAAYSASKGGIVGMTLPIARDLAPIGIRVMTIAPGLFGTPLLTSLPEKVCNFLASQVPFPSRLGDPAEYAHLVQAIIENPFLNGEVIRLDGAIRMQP
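His-tagged recombinant enzyme from E. coli, 20 nM, preincubated 15 min RT with compound; reaction started with 1 mM NAD+ and 90 uM beta-hydroxybutyryl-CoA in 100 mM Tris-HCl pH 9.0. NADH fluorescence (ex 360/em 450) read over 4 min; last-minus-first difference.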
HBB splice mod = modulators of hemoglobin beta chain splicing | HBB splicing reporter cell assay, activation; EGFP reporter with mutant IVS2-654 intron; response scale: normalised to 500 nM splice-correcting PNA | Potency, µM (doses to about 46.1 µM), inactives show at the top dose activation, hits mostly activators | 65,000 compounds, 0.06% hits | AID 925; also: potency is read from the fitted curve at half-maximal effect; 0% is about no effect
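HeLa cells stably expressing EGFP interrupted by mutant beta-globin intron 2 (IVS2-654), 500/well in 2% FCS. Treated with compound for 2 days at 37C. Splicing correction scored as total well GFP intensity (488 nm excitation, 500-520 nm emission); 500 nM antisense PNA served as control.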
Hsp90 Hop PPI = changes Hsp90-Hop TPR2A binding signal, up or down | AlphaScreen TPR2A-His6 binding biotin-Hsp90 C-terminal peptide | Potency, µM (titrated, usually from 57 µM), without a hit: top-dose activity change, negative = inhibition | 71,000 compounds, 0.44% hits; active = well fitted curve in either direction with a large enough effect; inconclusive = small, poorly fitted or top-dose-only effect, or another doubt; also: potency is read from the fitted curve at half-maximal effect; % is scaled to controls: 0 for no effect and ±100 for the full control effect; many of its hits are not listed in these tables
Epigenetic mod = epigenetic modulators derepressing GFP locus in mouse cells. Potency, µM (titrated, usually from 46.1 µM), for the others: at the highest dose GFP derepression (activation). 68,000 compounds, 0.09% hits. mouse C127i GFP locus derepression, cytometry, 30 h; also: % of control where 0% means no effect
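Murine C127i mammary cells carrying a silenced, stably integrated CMV-driven GFP reporter were treated with compound for 30 hours at 37 C. After PBS washes, GFP-positive cells were counted by laser-scanning microplate cytometry.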
FLuc inh = firefly luciferase inhibition. purified firefly luciferase, luminescence, 8 min. Potency, µM (doses to about 57.1 µM), for the others: top-dose activity change, negative = inhibition, most hits filed as inhibitors. 72,000 compounds, 2.2% hits. AID 411; also: potency is read from the fitted curve at half-maximal effect; % is scaled to controls: 0 for no effect and ±100 for the full control effect; nearly all actives have a fitted effect of over 40% in size
Target sequence (P08659 whole entry, looked up): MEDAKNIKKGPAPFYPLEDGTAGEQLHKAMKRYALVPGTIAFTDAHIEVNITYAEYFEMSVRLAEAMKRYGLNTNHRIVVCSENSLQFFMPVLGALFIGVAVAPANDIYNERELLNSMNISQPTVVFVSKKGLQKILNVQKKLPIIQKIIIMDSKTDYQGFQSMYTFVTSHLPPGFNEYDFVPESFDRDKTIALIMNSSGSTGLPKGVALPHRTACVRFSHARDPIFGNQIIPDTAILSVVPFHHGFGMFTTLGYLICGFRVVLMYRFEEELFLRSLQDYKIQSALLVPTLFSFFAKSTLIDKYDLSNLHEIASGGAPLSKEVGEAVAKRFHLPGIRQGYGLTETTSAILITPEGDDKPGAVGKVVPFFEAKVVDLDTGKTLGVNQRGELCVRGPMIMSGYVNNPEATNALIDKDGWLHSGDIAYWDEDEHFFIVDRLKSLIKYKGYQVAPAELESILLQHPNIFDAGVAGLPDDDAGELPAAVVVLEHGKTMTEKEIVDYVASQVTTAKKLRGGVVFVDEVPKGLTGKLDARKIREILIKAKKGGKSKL
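Compounds were tested as concentration series (qHTS) against purified P. pyralis luciferase with luciferin and 10 uM ATP in 50 mM imidazole pH 7.2, 50 mM KCl, 7 mM MgCl2, 0.01% Tween 20, 0.05% BSA. Luminescence was read after 8 min at ambient temperature.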
Ub-GFP proteasome = inhibits proteasome, raising ubiquitin-GFP reporter fluorescence. 67,000 tested, under 10 active. Ubiquitin-GFP reporter cells, proteasome inhibition, GFP fluorescence; response scale: untreated = 0%, 10 µM MG-132 = 100%. Potency, µM (top dose mostly 45.9 µM), for the others: at the top dose activation (GFP accumulation), most hits filed as activators; active = well fitted activation curve with a large enough effect, not every such curve was filed as active; inconclusive = small, poorly fitted or top-dose-only effect, or another doubt; inactive = no such curve, though single readings can be large or run the other way; also: potency is read from the fitted curve at half-maximal effect
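GFP accumulation read-out: laser plate cytometry counting ubiquitin(G76V)-GFP-expressing U2OS cells after 4 hr compound exposure at 37 °C. Titrations spanned 46 uM to 2.9 nM; 0% = basal, 100% = 10 uM MG-132; concentration-response curves fitted.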
The depositor's hits bear a star; i = inactive; ? = inconclusive; · = not tested or not shown; [ ] = remark or other dose. Unless noted, calls follow the shape of the dose curve; as a rule, active = well fitted curve in the direction sought with a large enough effect; inconclusive = small, poorly fitted or top-dose-only effect, or another doubt; inactive = no such curve, though single readings can be large; an effect the other way counts as inactive or inconclusive.

SMILES | 15-hLO inh | ERK AVP block | DNA Pol III inh | CRE Fsk mod | Tau fil binding | HADH2 inh | HBB splice mod | Hsp90 Hop PPI | Epigenetic mod | FLuc inh | Ub-GFP proteasome
O=C(c1ccc(Br)o1)N1CCN(c2ccc3nnc(-c4ccccc4)n3n2)CC1 | 16µM* | -29% | -8% | -10% | 204% | ? | -1.3% | ? | -2% | 1% | 6%
Cc1c(-c2ccccc2)oc2nc3c(c(=O)n(C)c(=O)n3C)n12 | 2% | -4% | 0% | -8% | -5% | 6% | -3.0%[0.369 µM] | 3% | 0% | 6% | 0%
CCCc1cc(=O)n2[nH]c(NCc3c(F)cccc3Cl)nc2n1 | -5% | -12% | 3% | -7% | -2% | 7% | -2.3% | -1% | 3% | 0% | 2%
c1ccc2c(Oc3ccc4c(c3)OCO4)nncc2c1 | -4% | 6% | -3% | -10% | 6% | 4% | 1.0%[57.5 µM] | -4% | 3% | 16µM* | 3%
CCOC(=O)c1ccc(NS(=O)(=O)c2ccc3c(c2)CCCN3C(C)=O)cc1 | -3% | 3% | -3% | 3% | 8% | -18% | -0.4% | -7% | 0% | 2% | -12%
COC(=O)C1CCC(C)(C(=O)Nc2ccccc2)C1(C)C (centres undefined) | -20% | -12% | 2% | ? | 0% | -5% | -1.7% | -1% | 0% | -6% | -12%
c1cncc(-c2nc(N3CCNCC3)c3ccccc3n2)c1 | 33%[activator] | -22% | -8% | ? | 1% | -5% | 1.4% | -3% | 2%[9.22 µM] | 1%[2.29 µM] | 11%
CCCCn1nnnc1SCC(=O)Nc1ccc(F)cc1 | 2% | -10% | 5% | -6% | -2% | -1% | · | 0% | 4% | 2% | -6%
COc1cccc(OC)c1C(=O)n1nc(C)cc1C | 9% | 9% | -7% | -1% | 0% | 2% | -0.1% | -2% | -2% | 0% | -1%
Cc1cccc(Nc2nc3c(c(=O)n(C)c(=O)n3C)n2CC(O)CO)c1 (centres undefined) | 7% | -1% | -7% | 7% | 4% | 2% | · | -7% | 2% | -2% | -5%
O=C(Nc1nccs1)c1ccc(S(=O)(=O)NCc2cccs2)cc1 | -8% | -23% | -4% | -8% | 1% | -3% | · | -4% | 2% | 0% | 3%
CCCOc1ccc(N2C(=O)CC(SCCN)C2=O)cc1 (centres undefined) | -2% | -8% | -6% | 1% | 2% | -6% | -1.2% | -15% | 0% | ? | -3%
O=C(O)COc1ccc(OCCNC[C@@H](O)COc2ccccc2)cc1 | -28%[25.6 µM] | -9% | -5% | -19% | ? | 3% | · | -8% | 0% | -4% | 2%
Cc1nn(C)cc1CNC(=O)CCC(=O)O | 4% | -12% | -1% | -1% | -2% | -6% | 2.9% | -1% | -1% | 4% | -8%
O=S(=O)(c1ccccc1)N1CCN(c2nnnn2-c2ccccc2)CC1 | 2% | -2% | -1% | ? | -7% | 32%[activator] | -0.4% | 1% | 0% | 10% | -8%
CCOC(=O)Nc1cccc(OCC(=O)Nc2ccc(OC)cc2OC)c1 | 1% | -6% | 2% | 2% | 1% | 11% | -0.6%[57.5 µM] | -3% | -1% | -3% | 0%
CCCCn1c(C(C)NC(=O)CC)nc2ccccc21 (centres undefined) | -1% | · | -7% | -11% | 2% | 0% | 0.3% | 0% | · | 4% | 6%
COc1ccc(S(=O)(=O)Nc2cc(C)on2)cc1OC | 4% | -14% | -4% | -3% | -2% | -6% | · | 0% | 1% | 1% | -8%
CCOCCCN(C(=O)Nc1ccc(CC)cc1)C1CCN(C(C)=O)CC1 | 3% | -24% | 0% | ? | -6% | 3% | -1.2%[57.5 µM] | -5% | 4% | 0% | -5%
CCN(CC)C(=O)CN1CCN(c2ccccc2F)CC1 | 1% | -2% | -2% | 0% | 11% | 7% | · | -5% | -1% | 2% | 3%

Copied from the list:
Hsp90 Hop PPI, O=S(=O)(c1ccccc1)N1CCN(c2nnnn2-c2ccccc2)CC1 reads 1%
Tau fil binding, CCCCn1c(C(C)NC(=O)CC)nc2ccccc21 (centres undefined) reads 2%
HADH2 inh, CCCOc1ccc(N2C(=O)CC(SCCN)C2=O)cc1 (centres undefined) reads -6%
Ub-GFP proteasome, COc1ccc(S(=O)(=O)Nc2cc(C)on2)cc1OC reads -8%
15-hLO inh, CCOCCCN(C(=O)Nc1ccc(CC)cc1)C1CCN(C(C)=O)CC1 reads 3%

Additional entries:
SMILES | 15-hLO inh | ERK AVP block | DNA Pol III inh | CRE Fsk mod | Tau fil binding | HADH2 inh | HBB splice mod | Hsp90 Hop PPI | Epigenetic mod | FLuc inh | Ub-GFP proteasome
Cc1oc2cc3c(C(=O)N4CCCCC4)c(C)oc3cc2c1C(=O)N1CCCCC1 | 5% | -14% | -3% | -2% | -1% | -19% | -0.3%[57.5 µM] | -1% | 1% | -2% | -2%
CCCOc1ccc2oc(=O)c3c(c2c1)CCCN3C(=O)CN1CCc2ccccc2C1 | -14% | 7% | -3% | ? | 13% | -1% | 0.0% | -6% | 6% | 0% | -4%
COc1ccc2nc(N3CCCC3)c(C#N)cc2c1 | ? | 76%[activator] | -7% | ? | i | 7% | · | 25µM* | 10% | -11% | 4%
CCCNC(=O)N1CCN(S(=O)(=O)c2ccc(C)cc2)CC1 | 6% | 8% | 3% | ? | 5% | 3% | 2.5% | 0% | -2% | 1% | -8%
NCCn1c(=O)c(CCc2ccccc2)nc2cncnc21 | 21% | -11% | -3% | ? | -11% | 2% | 2.6% | -9% | 0%[9.22 µM] | 2%[11.4 µM] | 1%
CC(=O)c1cccc(-n2nnnc2SCC(=O)Nc2ccccc2N2CCCCC2)c1 | -17% | 22% | -3% | ? | 5% | 5% | · | 10% | 1% | 1% | -2%
COc1cccc(NC(=O)CN(C)S(=O)(=O)c2ccc(C)cc2)c1 | -9% | -6% | 6% | ? | 8% | 4% | 0.0% | -2% | 5% | 0% | -10%
CN(C)c1ccc(C(=O)C(O)c2ccc(C(C)(C)C)cc2)cc1 (centres undefined) | -5% | -10% | 5% | ? | 205% | 2% | -0.9%[9.22 µM] | -1% | 0% | 1% | -11%
COc1cccc(Nc2ncc3nc(-c4ccc(Cl)cc4)c(=O)n(C[C@H]4CCCO4)c3n2)c1 | 10% | 15% | 4% | ? | 429% | 2% | ? | -2% | 8%[9.22 µM] | 0%[11.4 µM] | 7%
CCOC(=O)C1CCN(c2c(N3CCN(Cc4ccccc4)CC3)c(=O)c2=O)CC1 | -2% | -5% | 3% | 2% | 5% | -15% | -0.2% | -5% | 3% | -2% | -2%

Some entries already given, showing only 15-hLO inh and ERK AVP block.
Compound | 15-hLO inh | ERK AVP block
CC(=O)c1cccc(-n2nnnc2SCC(=O)Nc2ccccc2N2CCCCC2)c1 | -17% | 22%
COc1cccc(NC(=O)CN(C)S(=O)(=O)c2ccc(C)cc2)c1 | -9% | -6%

Additional entries follow:
SMILES | 15-hLO inh | ERK AVP block | DNA Pol III inh | CRE Fsk mod | Tau fil binding | HADH2 inh | HBB splice mod | Hsp90 Hop PPI | Epigenetic mod | FLuc inh | Ub-GFP proteasome
Clc1cccc2sc(N3CCOCC3)nc12 | -16% | -11% | -4% | 27% | 4% | 2% | -2.0% | -10% | 0% | -4% | -1%
Clc1ccccc1-c1nccc(NCc2ccccc2)n1 | 4% | ? | -1% | -10% | -4% | 2% | -1.2% | 0% | 6%[9.22 µM] | 2%[2.29 µM] | -2%
CN1CCN(S(=O)(=O)c2ccc(-c3ccc(Cl)cc3)cc2)CC1 | -6% | 8% | -4% | 5% | -3% | 15% | -0.1% | 3% | 2% | 2% | 4%
CCc1ccc2oc(=O)cc(CN3CCN(CCO)CC3)c2c1 | -2% | 5% | -15% | ? | 2% | -4% | 2.9% | -2% | -1% | 0% | 0%

Not all compounds are listed (hit frequency here may not be typical).
